Source: PubChem BioAssay (National Center for Advancing Translational Sciences (NCATS))
APEX1 inh = qHTS Assay for Inhibitors of the Human Apurinic/apyrimidinic Endonuclease 1 (APE1). recombinant APE1, TAMRA/BHQ-2 abasic DNA cleavage fluorescence. 0.35% of 350,000 active. Potency, µM (highest dose often 65.8 µM), for the others: at the top dose activity change, negative = inhibition, most hits filed as inhibitors;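 note: plate controls were vehicle for no effect and reference inhibitor for full effect; nearly all actives have a fitted effect of over 55% in size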
Target sequence (P27695 whole entry, looked up): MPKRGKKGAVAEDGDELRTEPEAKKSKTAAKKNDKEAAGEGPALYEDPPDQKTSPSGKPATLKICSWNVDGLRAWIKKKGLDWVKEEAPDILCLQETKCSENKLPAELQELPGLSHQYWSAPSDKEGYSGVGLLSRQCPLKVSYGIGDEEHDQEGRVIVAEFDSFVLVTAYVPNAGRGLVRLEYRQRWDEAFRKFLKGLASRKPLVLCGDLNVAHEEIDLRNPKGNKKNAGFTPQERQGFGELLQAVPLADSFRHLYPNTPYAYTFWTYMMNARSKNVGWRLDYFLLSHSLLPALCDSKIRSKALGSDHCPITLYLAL
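Quantitative HTS: incision of a TAMRA/BHQ-2 double-stranded substrate bearing a tetrahydrofuran abasic site by 0.75 nM APE1 raises fluorescence. Substrate 50 nM final, added after 15 min compound preincubation at room temperature; progress as third-minus-first kinetic read difference.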
Pol eta inh = qHTS for Inhibitors of Polymerase Eta | Potency, µM (highest dose often 114 µM), without a hit: at the top dose activity change, negative = inhibition, actives largely listed as inhibitors | recombinant Pol eta, fluorescent DNA replication assay | 1.2% of 390,000 active | DNA polymerase eta (Homo sapiens), Q9Y253; note: % is set by controls: 0 for no effect and ±100 for the full control effect
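Fluorescent replication assay: 50 nM final substrate added after a 15 min room-temperature compound preincubation with 10 nM enzyme. Signal taken at 0 min and again at 10 min.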
G9a block = qHTS Assay for Inhibitors of Histone Lysine Methyltransferase G9a | Histone-lysine N-methyltransferase EHMT2 (Homo sapiens), Q96KQ7 | G9a H3K9 monomethylation, AlphaScreen, 2 h | Potency, µM (titrated, usually from 102 µM), for the others: at the top dose activity, negative = inhibition, most hits filed as inhibitors | 8.8% of 350,000 active; note: % is set by controls: 0 for no effect and ±100 for the full control effect; nearly all actives have a fitted effect of over 75% in size
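Signal arises when biotinylated H3K9 peptide, once monomethylated, bridges streptavidin donor and antibody-captured acceptor beads. Enzyme at 20 nM was preincubated 15 min with test compounds; peptide 500 nM and SAM 20 uM then reacted for 2 h.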
BAZ2B block = qHTS Assay for Inhibitors of BAZ2B; Bromodomain adjacent to zinc finger domain protein 2B (Homo sapiens), Q9UIF8; 4.4% of 360,000 active; Potency, µM (series often up to 114 µM), for the others: at the highest dose activity change, negative = inhibition, most hits filed as inhibitors; AlphaScreen BAZ2B-H3K14Ac peptide displacement; note: % is set by controls: 0 for no effect and ±100 for the full control effect; nearly all actives have a fitted effect of over 60% in size
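In this displacement format the biotinylated H3(5-23) peptide acetylated at Lys14 serves as ligand at 50 nM, with BAZ2B at 50 nM in PBS pH 7.4 containing 0.01% Tween-20. Donor and acceptor beads are 10 ug/mL final.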
Apoferritin bind = qHTS Assay for Identification of Novel General Anesthetics. Ferritin light chain (Equus caballus), P02791. apoferritin/1-aminoanthracene competitive binding, fluorescence. Potency, µM (series often up to 77.5 µM), inactives show at the top dose activity change, negative = displacement, most hits filed as inhibitors. 0.074% of 350,000 active. AID 485281, 2010; note: % is set by controls: 0 for no effect and ±100 for the full control effect; nearly all actives have a fitted effect of over 20% in size
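Apoferritin-based anesthetic binding model; compound displacement of fluorescent 1-AMA measured as endpoint fluorescence after 10 minutes at room temperature, scaled to free-ligand and complex controls.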
BLM inh = qHTS Assay for Inhibitors of Bloom's syndrome helicase (BLM). Potency, µM (titrated, usually from 56.1 µM), for the others: top-dose activity change, negative = inhibition, actives largely listed as inhibitors. 0.2% of 350,000 active. recombinant BLM DNA unwinding, fluorescence dequenching;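 note: plate controls were vehicle for no effect and no enzyme for full effect; nearly all actives have a fitted effect of over 35% in size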
POLK inh = qHTS for Inhibitors of Polymerase Kappa | AID 588579, 2011 | 0.53% of 400,000 active | purified Pol kappa, fluorescent DNA synthesis assay, 10 min | Potency, µM (doses to about 107 µM), for inactives: top-dose activity, negative = inhibition, hits mostly inhibitors; note: % is set by controls: 0 for no effect and ±100 for the full control effect
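Activity was followed as the change in fluorescence between reads at 0 and 10 min after starting the reaction with 50 nM substrate. Beforehand, 10 nM polymerase had been preincubated with compound for 15 min at room temperature.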
POLI inh = qHTS for Inhibitors of Polymerase Iota | Potency, µM (series often up to 115 µM), inactives show at the top dose activity, negative = inhibition, hits mostly inhibitors | 1% of 390,000 active | AID 588590, 2011 | Pol iota fluorescent replication assay, 10 min
Target sequence (Q9UNA4 whole entry, looked up): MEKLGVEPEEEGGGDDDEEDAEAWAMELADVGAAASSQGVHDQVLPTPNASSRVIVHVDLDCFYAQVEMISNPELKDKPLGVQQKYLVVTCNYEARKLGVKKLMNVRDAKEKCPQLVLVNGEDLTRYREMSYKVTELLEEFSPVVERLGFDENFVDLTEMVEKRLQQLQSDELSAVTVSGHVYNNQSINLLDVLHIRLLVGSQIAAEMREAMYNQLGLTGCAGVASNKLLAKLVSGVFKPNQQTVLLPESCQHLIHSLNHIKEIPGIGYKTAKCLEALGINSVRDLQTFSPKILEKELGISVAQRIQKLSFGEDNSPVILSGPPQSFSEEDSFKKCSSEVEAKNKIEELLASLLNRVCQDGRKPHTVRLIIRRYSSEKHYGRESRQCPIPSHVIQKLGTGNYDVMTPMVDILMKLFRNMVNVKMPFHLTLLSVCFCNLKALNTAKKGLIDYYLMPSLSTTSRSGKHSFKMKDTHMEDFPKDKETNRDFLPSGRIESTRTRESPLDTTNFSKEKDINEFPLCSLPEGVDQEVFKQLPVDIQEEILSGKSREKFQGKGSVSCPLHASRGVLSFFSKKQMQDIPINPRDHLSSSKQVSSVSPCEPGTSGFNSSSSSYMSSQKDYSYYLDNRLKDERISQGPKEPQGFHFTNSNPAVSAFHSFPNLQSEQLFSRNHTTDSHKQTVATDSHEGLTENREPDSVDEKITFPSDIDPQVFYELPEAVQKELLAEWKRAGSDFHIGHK
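Fluorescent replication assay read twice, at 0 min and 10 min after adding 50 nM (final) substrate. Enzyme (10 nM) and compounds were first incubated 15 min at room temperature; enzyme-free buffer wells were negative controls.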
POLB inh = qHTS Assay for Inhibitors of DNA Polymerase Beta; P06746; Pol beta primer extension/strand displacement, fluorescence kinetic; 1.3% of 340,000 active; Potency, µM (doses to about 114 µM), inactives show at the highest dose activity change, negative = inhibition, most hits filed as inhibitors; note: % is set by controls: 0 for no effect and ±100 for the full control effect
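Human Pol beta at 10 nM; strand-displacement substrate 50 nM final. Compound exposure 15 min at room temperature before start, reaction 10 min at room temperature.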
* marks the source's active call; other numbers are inactive results; ? = inconclusive; . = not tested or not shown; & = joins results of further samples; [ ] = another dose, or the depositor's remark. Calls come from the whole dose curve; as a rule, active = well fitted curve in the direction sought with a large enough effect; inconclusive = small, poorly fitted or top-dose-only effect, or another doubt; inactive = no such curve, though single readings can be large; an effect the other way counts as inactive or inconclusive. Potency is the fitted concentration of half-maximal effect.

The first 4 entries, to show the layout:
SMILES	APEX1 inh	Pol eta inh	G9a block	BAZ2B block	Apoferritin bind	BLM inh	POLK inh	POLI inh	POLB inh
COc1ccc(S(=O)(=O)Cc2ccc(C(=O)NCc3ccccn3)o2)cc1	?	-9%	?	0%	4%	-5%	4%	28%	6%
Cc1ccc(C(=O)NCC(=O)N2CCCN(S(=O)(=O)c3ccc(C)cc3)CC2)cc1	11%	-2%	-34%	1%	.	.	-15%	1%	.
Cc1cc(CNC(=O)COC(=O)C2CC3CCCC(C2)C3=O)cc(C)c1O (stereo not drawn)	27%	-13%	.	.	.	.	-5%	85%[activator]	.
CCc1cccc(C)c1NC(=S)NCC1CCN(c2ccc(OC)cc2)C1 (stereo not drawn)	2%	-15%	10µM*	28µM*	-22%	-10%	-7%	-9%	7%

All compounds of this part, previewed entries included:
SMILES	APEX1 inh	Pol eta inh	G9a block	BAZ2B block	Apoferritin bind	BLM inh	POLK inh	POLI inh	POLB inh
COc1ccc(S(=O)(=O)Cc2ccc(C(=O)NCc3ccccn3)o2)cc1	?	-9%	?	0%	4%	-5%	4%	28%	6%
Cc1ccc(C(=O)NCC(=O)N2CCCN(S(=O)(=O)c3ccc(C)cc3)CC2)cc1	11%	-2%	-34%	1%	.	.	-15%	1%	.
Cc1cc(CNC(=O)COC(=O)C2CC3CCCC(C2)C3=O)cc(C)c1O (stereo not drawn)	27%	-13%	.	.	.	.	-5%	85%[activator]	.
CCc1cccc(C)c1NC(=S)NCC1CCN(c2ccc(OC)cc2)C1 (stereo not drawn)	2%	-15%	10µM*	28µM*	-22%	-10%	-7%	-9%	7%
CCOc1ccc(NC(=O)c2c(NC(=O)c3cccs3)sc3c2CCC(C(C)(C)C)C3)cc1 (stereo not drawn)	.	3%	-43%[59 µM]	8%	76%[activator]	-7%	1%	?	-11%
O=C(COc1ccc2c(c1)OCO2)Nc1nncs1	-3%	-4%	28%	3%	6%	-15%	-3%	-24%	10%
CCN(C(=O)CSc1cc(C)c2ccccc2n1)c1c(N)n(Cc2ccccc2)c(=O)[nH]c1=O	-1%	-11%	?	-18%	?	-3%	-6%	-8%	?
N#Cc1c[nH]n2c(NC3CCCC3)c(-c3ccc(Br)cc3)nc12	.	-19%	-34%[59 µM]	-9%	-5%	-8%	-25%	53%[activator]	-24%
CCN(CC)CC#CCC(O)(c1ccccc1)C1CCCCC1 (stereo not drawn)	-4%	-19%	0%	0%	-14%	1%	-6%	128%[activator]	15%
Cc1cccc2c(N)c3c(nc12)CCCC3 (tested in a mixture with another compound)	?	-18%	.	-19%	-5%	43%[activator]	4%	46%[activator]	5%
Cc1nc(C(=O)NCC(=O)c2ccc(Cl)cc2)c(C(F)(F)F)o1	-5%	-12%	-4%	-4%	-4%	0%	8%	32%[activator]	0%
Fc1ccc(-[n+]2nc(Nc3ccccc3)sc2-c2c(Cl)cccc2Cl)cc1	-11%	-30%	.	40µM*	?	-3%	1%	?	40%
CCc1ccccc1NC(=O)c1cc(-c2ccc(Cl)s2)nc2ccccc12	.	-10%	-33%[59 µM]	-2%	52%[activator]	-4%	-43%	-15%	4%
O=c1[nH]c(Nc2ccc3c(c2)OCCO3)nnc1Cc1ccccc1	10%	-1%	1%	-8%	4%	-1%	2%	66%[activator]	34%
CCN(CC(=O)Nc1ccc2c(c1)OCCO2)C(=O)CN1C(=O)NC(C)(c2ccc(C)cc2)C1=O (stereo not drawn)	-5%	0%	-9%[12.7 µM]	11%	.	.	0%	-4%	.
CC(C)C(c1nnnn1Cc1ccc2c(c1)OCO2)N1CCN(C)CC1 (stereo not drawn)	5%	-3%	8%[59 µM]	-3%	-8%	-10%	-16%	23%	19%
Cc1nc(NC(=O)c2ccccc2[N+](=O)[O-])sc1C(=O)N(C)C	4%	-11%	-35%[59 µM]	-27%	-6%	-4%	6%	3%	7%
N#CC(Nc1ccccc1)c1ccccc1OCc1ccccc1 (stereo not drawn)	-2%	-14%	53%[activator][12.7 µM]	24%	?	-1%	-5%	14%	2%
O=C(O)CSCC(=O)N1CCN(c2ccnc3cc(Cl)ccc23)CC1	-5%	-12%	14%[0.501 µM]	-12%	4%	0%	16%	-11%	16%
Cc1ccc(C2CC(=O)c3cnc(N4CC(C)CC(C)C4)nc3C2)cc1 (stereo not drawn)	13%	.	-7%	-1%	-8%	-2%	.	.	20%
CCC(C(=O)O/N=C(\N)c1cccc(C)c1)c1ccccc1 (stereo not drawn)	8%	4%	0%[12.7 µM]	190%[activator]	-21%	-7%	-4%	8%	-12%
COc1cccc(C(C(=O)NC(C)(C)C)N(C(=O)CCC(=O)Nc2cc(C)on2)C(C)C)c1OC (stereo not drawn)	?	11%	12%[59 µM]	-34%	-17%	-9%	-1%	9%	-3%
CCN(CC)c1ccc(NC(=O)CCc2c(C)nc3ncnn3c2C)c(C)c1	.	-15%	18µM*	-17%	-10%	-5%	-13%	-2%	-2%
CN1C(=O)C(C)(C)c2cc(S(=O)(=O)N3CCCC3C(=O)NCc3ccccc3Cl)ccc21 (stereo not drawn)	0%	-7%	.	12%	-17%	-4%	13%	-6%	9%
CC(NC(=O)c1ccco1)c1ccc(-n2ccnc2)cc1 (stereo not drawn)	-7%	-17%	-1%[0.501 µM]	14%	.	.	4%	-14%	.

Arranged by value in POLB inh (descending): some entries from above
SMILES	APEX1 inh	Pol eta inh	G9a block	BAZ2B block	Apoferritin bind	BLM inh	POLK inh	POLI inh	POLB inh
Fc1ccc(-[n+]2nc(Nc3ccccc3)sc2-c2c(Cl)cccc2Cl)cc1	-11%	-30%	.	40µM*	?	-3%	1%	?	40%
CCN(CC)CC#CCC(O)(c1ccccc1)C1CCCCC1 (stereo not drawn)	-4%	-19%	0%	0%	-14%	1%	-6%	128%[activator]	15%
Cc1cccc2c(N)c3c(nc12)CCCC3 (tested in a mixture with another compound)	?	-18%	.	-19%	-5%	43%[activator]	4%	46%[activator]	5%

Additional entries follow:
SMILES	APEX1 inh	Pol eta inh	G9a block	BAZ2B block	Apoferritin bind	BLM inh	POLK inh	POLI inh	POLB inh
Cc1ccc(C(=O)C(C)OC(=O)Cc2n[nH]c(=O)c3ccccc23)cc1 (stereo not drawn)	14%	-6%	-1%[0.501 µM]	6%	.	.	-13%	-2%	.
O=C(OC1CCCCC1)c1cc2ccccc2oc1=O	2%	7%	4%	15%	-15%	0%	-8%	46%[activator]	74%
O=C(C1=C[C@H](c2ccc3c(c2)OCO3)C[C@H](OCc2ccc(CO)cc2)O1)N1CCOCC1	1%	-3%	19%[59 µM]	1%	-2%	1%	-11%	4%	42%
Cc1ccc(NC(=O)C(Cc2ccccc2)NS(=O)(=O)c2ccc3c(c2)c(=O)n(C)c(=O)n3C)c(C)c1 (stereo not drawn)	.	1%	-37%[59 µM]	-14%	-9%	0%	-6%	-11%	34%
CCCOC(=O)C1=C(C)NC2=C(C(=O)CC(C)(C)C2)C1c1cccnc1 (stereo not drawn)	-4%	-13%	14%[59 µM]	14%	207%[activator]	1%	-2%	59%[activator]	46%
C#CCNC(=O)C1=C[C@@H](C2CC2)C[C@@H](OCc2ccc(CO)cc2)O1	0%	-3%	?	-15%	-18%	-1%	-2%	10%	17%
CCN(CC)C(=S)SCC(=O)Nc1ccc(S(N)(=O)=O)cc1	-1%	-22%	1%	-4%	-15%	-2%	13%	11%	3%
O=C1[C@H]2[C@@H](c3ccc(Cl)cc3)N3C(=O)N(c4cccc(F)c4)C(=O)[C@@]3(Cc3ccccc3)[C@H]2C(=O)N1C1CCCCC1	23%	-18%	-9%[2.33 µM]	8%	.	.	1%	4%	.
Cc1ccc(S(=O)(=O)Nc2ccccc2F)cc1C(=O)NCCCN1CCCC1=O	2%	-1%	-22%[59 µM]	.	-11%	-2%	-11%	-1%	-11%
C/C(=N/NC(=O)c1nnn(-c2nonc2N)c1-c1ccccc1)c1ccncc1	2%	-5%	-9%	2%	6%	1%	-4%	23%	64%
COc1ccc(S(=O)(=O)Nc2cccc(C(C)=O)c2)cc1Br	1%	-19%	7%	0%	-19%	-5%	2%	43%[activator]	16%
COc1ccc(N2CC(C(=O)NCCS(=O)(=O)N3CCN(c4ccccc4)CC3)CC2=O)cc1 (stereo not drawn)	67%[activator]	-18%&14%	-11%&-4%[59 µM]	-3%&1%	-4%&0%	0%&-2%	-2%	17%&-16%	1%&-1%
Cn1c(=O)c2c(nc(Cl)n2CC(=O)NC2(C#N)CCCCC2)n(C)c1=O	-1%	-8%	3%[2.33 µM]	6%	.	.	-7%	-5%	.
O=C(O)c1ccc(Cn2cnc3cccnc32)cc1	18%	1%&0%	40µM*	-6%&-2%	2%&0%	-4%&-2%	-10%	29%&8%	19%&0%
O=C(Nc1ccc(Cl)c(S(=O)(=O)N2CCOCC2)c1)c1cc2ccccc2oc1=O	21%	-17%	.	.	.	.	-7%	75%[activator]	.
CC1CN(C(=O)COC(=O)c2ccc(N)c([N+](=O)[O-])c2)CC(C)O1 (stereo not drawn)	-2%	-5%	16%	4%	-3%	3%	-9%	147%[activator]	-9%
Cc1nnc(NC(=O)CSc2ccccc2N)s1	36%	-1%	6%	6%	-1%	-4%	-15%	-4%	32%
COc1ccc(CN(C#N)c2nc(C)cc(C)n2)cc1	44%	5%	28%[59 µM]	-12%	-17%	-4%	7%	-1%	0%
COC(=O)C(C(=O)N1CCN(C)CC1)C1CCCCCC1 (stereo not drawn)	12%	-12%	19%[12.7 µM]	-4%	-5%	0%	-1%	-1%	-3%
Clc1cccc(N2CCN(c3nc4ccccc4c4nc(-c5cccnc5)nn34)CC2)c1	.	-3%	4%[59 µM]	-1%	3%	-8%	7%	24%	27%
O=[N+]([O-])c1ccc(CSC2=NCCS2)cc1	16%	-17%	-12%[0.501 µM]	0%	?	-4%	0%	67%[activator]	4%
Nc1nc2c(nc(N3CCCCC3)n2[C@@H]2O[C@H](CO)[C@@H](O)[C@H]2O)c(=O)[nH]1	-8%	-13%	19%	0%	31%[activator]	0%	2%	16%	14%
CN1CCN(c2ncc3nc(-c4cccs4)c(=O)n(Cc4ccc(F)cc4)c3n2)CC1	12%	.	18%[0.501 µM]	.	.	-7%	3%[60.1 µM]	.	.

These rows are one share of the data, so the mix of outcomes need not match the whole.
